Source: PubChem
PriA SSB inh: K. pneumoniae PriA-SSBct interaction inhibition | AlphaScreen SSBct-PriA binding, biotinylated peptide | inhibition, % at 33 µM | 430,000 compounds, 0.6% hits | AID 1272365; in the data active = inhibition mostly above about 37%, no sharp cut-off; inactive = mostly below about 20%;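 note: plate controls were negative control peptide for no effect and reference peptide for full effect; strong numbers were not always called active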
* marks the source's active call; other numbers are inactive results; & = joins results of further samples. Some of the compounds tested (hit frequency here may not be typical).

SMILES	PriA SSB inh
C#CCSc1nnc(C(C)C)c2cnn(-c3ccc(F)cc3)c12	-6
CCc1nccn1CC1CCN(C(=O)Nc2c(F)cccc2F)CC1	-9
CSc1ccccc1NC(=O)C(=O)NCC(O)c1cccn1C (stereo not drawn)	-2
COc1ccc(/C=C2\SC(=N)NC2=O)cc1Br	-13
Cc1cc(C)nc(SCc2cc(=O)c(OC(=O)c3ccccc3F)co2)n1	-6
COCC(=O)Nc1ccc2c(c1)CC(=O)N2C	23
CN(C)c1ccc(NC(=O)c2csc(Nc3ccc(S(C)(=O)=O)cc3)n2)cc1	58
Cc1ccc(C=Nc2sc(Cc3ccccc3)c(C)c2C(N)=O)o1	1
O=C(Nc1nc(-c2ccccn2)cs1)c1ccc(S(=O)(=O)N2CCCc3ccccc32)cc1	-7
COc1ccc(/C=N/NC(=O)Cc2cccc3ccccc23)cc1OC	5
CC1CCC(C(=O)NC2CCN(C(=O)c3cc(-c4ccccc4)n[nH]3)CC2)CC1 (stereo not drawn)	-27
Cc1cc(-c2ccncc2)nn1CCNS(=O)(=O)c1ccc(Br)s1	-2
O=C(CNc1ccccc1Cl)NN=C1CCCc2ccccc21	15
Cc1ccccc1C1CCN(C(=O)Cn2cccn2)CCS1 (stereo not drawn)	-5
Cc1cn2nc(C(=O)N(C)CCc3c(C)noc3C)cc2c(=O)[nH]1	-20
COC(=O)Cn1c(=NC(=O)C(C)(C)C)sc2cc(C)ccc21	-4
CCn1c(SCC(=O)NN=Cc2ccc(O)c(OC)c2)nc2ccccc21	-2
COc1ccc(Nc2nc(NCCO)c3ccccc3n2)c(OC)c1	-12
CC(=NNC(=O)c1ccccc1F)c1cccc(NC(=O)c2ccccc2)c1	-8
Cc1ccc(N2CN(CC(=O)N3CCCc4ccccc43)S(=O)(=O)c3cccnc32)cc1	-13
Cc1ccc(F)cc1NC(=O)CSc1ncc(-c2cccc(Br)c2)o1	-10
Cc1cnc(C(=O)N2CCC(n3c(=O)[nH]c4ccc(F)cc4c3=O)CC2)cn1	-10
CCN(CC)c1ccc(C=NNC(=O)c2cnccn2)cc1	-13
O=C(NCC1CCN(C(=O)c2cc3ccccc3o2)CC1)c1cc(C2CC2)on1	-4
O=C(O)CSc1nnc2[nH]c(=O)c3c(n12)CCCC3	-15

For reference, 20 of the compounds above:
SMILES	PriA SSB inh
COCC(=O)Nc1ccc2c(c1)CC(=O)N2C	23
CN(C)c1ccc(NC(=O)c2csc(Nc3ccc(S(C)(=O)=O)cc3)n2)cc1	58
Cc1ccc(C=Nc2sc(Cc3ccccc3)c(C)c2C(N)=O)o1	1
O=C(Nc1nc(-c2ccccn2)cs1)c1ccc(S(=O)(=O)N2CCCc3ccccc32)cc1	-7
COc1ccc(/C=N/NC(=O)Cc2cccc3ccccc23)cc1OC	5
CC1CCC(C(=O)NC2CCN(C(=O)c3cc(-c4ccccc4)n[nH]3)CC2)CC1 (stereo not drawn)	-27
Cc1cc(-c2ccncc2)nn1CCNS(=O)(=O)c1ccc(Br)s1	-2
O=C(CNc1ccccc1Cl)NN=C1CCCc2ccccc21	15
Cc1ccccc1C1CCN(C(=O)Cn2cccn2)CCS1 (stereo not drawn)	-5
Cc1cn2nc(C(=O)N(C)CCc3c(C)noc3C)cc2c(=O)[nH]1	-20
COC(=O)Cn1c(=NC(=O)C(C)(C)C)sc2cc(C)ccc21	-4
CCn1c(SCC(=O)NN=Cc2ccc(O)c(OC)c2)nc2ccccc21	-2
COc1ccc(Nc2nc(NCCO)c3ccccc3n2)c(OC)c1	-12
CC(=NNC(=O)c1ccccc1F)c1cccc(NC(=O)c2ccccc2)c1	-8
Cc1ccc(N2CN(CC(=O)N3CCCc4ccccc43)S(=O)(=O)c3cccnc32)cc1	-13
Cc1ccc(F)cc1NC(=O)CSc1ncc(-c2cccc(Br)c2)o1	-10
Cc1cnc(C(=O)N2CCC(n3c(=O)[nH]c4ccc(F)cc4c3=O)CC2)cn1	-10
CCN(CC)c1ccc(C=NNC(=O)c2cnccn2)cc1	-13
O=C(NCC1CCN(C(=O)c2cc3ccccc3o2)CC1)c1cc(C2CC2)on1	-4
O=C(O)CSc1nnc2[nH]c(=O)c3c(n12)CCCC3	-15

Later entries:
SMILES	PriA SSB inh
Cc1ccc2nc(N(CCCN(C)C)C(=O)c3ccnn3C)sc2c1	-13
N#Cc1cccnc1OC1CCN(C(=O)Cn2ccc3ccccc32)CC1	-13
O=C(NCc1nn(C2CCCC2)c2c1COCC2)c1ccc2nsnc2c1	-21
O=C(NCC(c1ccsc1)N1CCc2ccccc2C1)C(=O)Nc1ccc(OC(F)(F)F)cc1 (stereo not drawn)	5
CN(C)S(=O)(=O)N1CCC(Oc2cnccn2)CC1	-9
CSc1ccc(C=c2sc(=CC(=O)C(C)(C)C)n(CC(=O)NCCC3=CCCCC3)c2=O)cc1	-26
O=C(NCC1(O)Cc2ccccc2C1)c1c(F)cccc1F	-12
O=C(Nc1sc2c(c1-c1nc3ccccc3s1)CCCC2)c1cc(Cl)ccc1[N+](=O)[O-]	0
CCOC(=O)C(C#N)=C1C=Nc2ccccc2N1	-5
Cc1ccc2nc(C3CN(Cc4ccc(F)c(F)c4)C3)[nH]c2c1	-5
CCCCOC(=O)c1ccc(NC(=NS(=O)(=O)c2ccccc2)c2ccccc2)cc1	-9
CCOC(=O)CNC(=O)CSc1nnc(C)c2cnn(-c3ccccc3OC)c12	1
COc1ccc(S(=O)(=O)N2CCCc3cc(NC(=O)NCc4cccs4)ccc32)cc1	0
Cc1cc2cc(CNC(=S)NC(C)(C)C)ccc2n1C	48
CCc1ccc(NC(=O)CSc2nnc(-c3cccn(C)c3=O)n2CC)cc1	0
Cc1cc(C)n(CC(=O)O)c(=O)n1	-9
O=C(Cn1nc(-c2cccs2)c2sc(N3CCCCC3)nc2c1=O)c1ccc2c(c1)OCCO2	7&9
COc1ccc(-c2cc3c(=O)[nH]nc(SCc4ccc(C)cc4)n3n2)cc1OC	0
Brc1cccc(C=NNc2nn[nH]n2)c1	-2
COc1ccc(S(=O)(=O)N(C)C)c(C)c1C	-22
Cc1ccc(C(=O)n2nc(C)c(Sc3ccc([N+](=O)[O-])cc3)c2C)cc1	6
CCN(CC)c1ccc2cc(C(=O)Nc3ccccc3)/c(=N/NC(=O)c3ccccc3)oc2c1	-47
Cn1ccc(C(=O)Nc2nnc(-c3cccs3)o2)n1	-3&3
COc1ccccc1C(=O)Nc1nc(-c2ccc3ccccc3c2)cs1	1
O=C(NCc1ccco1)NC1CC(=O)N(c2ccc3c(c2)OCCO3)C1 (stereo not drawn)	15

(more compounds)
SMILES	PriA SSB inh
Cc1cc(C)c(S(=O)(=O)Nc2ccc3c(c2)N(S(=O)(=O)c2ccc(F)cc2)CCC3)c(C)c1	-9
Cc1cc(=O)[nH]c(-n2nc(C)c(CCC(=O)Nc3ccccc3C(N)=O)c2C)n1	-3
COc1ccc(Cl)cc1NC(=O)CCCn1nc(-c2cccs2)ccc1=O	-2&5
Nc1nnc(-c2ccc3c(c2)CCCC3)o1	-4
COc1ccccc1NC(=O)N(C1=NCCC1)c1ccc(C)c(Cl)c1	1&6
CN(Cc1ccco1)S(=O)(=O)c1ccc(C(=O)Nc2nc3ccc([N+](=O)[O-])cc3s2)cc1	7
Cc1noc(CNC(=O)c2cccc3ccccc23)n1	-1
O=C(Cc1csc(SCc2ccc(Cl)cc2)n1)N1CCc2ccccc21	-6
CSc1ccc2nc(NC(=O)C(C)C)sc2c1	-2
NCc1cccc(Oc2ccc(F)cc2)c1	-2
CCOc1ccc(OCC(=O)N2CCCN(CCn3cccn3)CC2)cc1	0
NC(=O)C1CCN(c2ncnc3c2c(-c2ccccc2)cn3-c2cccc(Cl)c2)CC1	30
NC(=NOC(=O)c1ccccc1)C(Cc1ccccc1)C(=O)NOC(=O)c1ccccc1 (stereo not drawn)	-5
O=C(c1ccccc1Br)N1CCN(c2cc(Cl)ccc2Cl)CC1	9
CCOc1ccc(-c2c(C#N)c(N)nc(SCC(=O)c3ccc([N+](=O)[O-])cc3)c2C#N)cc1	4
CN1CCN([C@@H](CNC(=O)C(=O)NCc2ccccc2Cl)c2ccc3c(c2)OCO3)CC1	-13
Cc1ccc(NC(=O)NCCCn2nc(-c3ccco3)ccc2=O)c(C)c1	-9
COc1ccc(N2CCN(CCNS(=O)(=O)c3cc(C)c(C)cc3C)CC2)cc1	29
Cc1cc(-c2nnc(NC(=O)c3ccc(S(=O)(=O)N(C)C)cc3)o2)n(C)n1	-8
C(=NNc1nc(N2CCCC2)nc(N2CCCC2)n1)c1cccnc1	-21
O=C(Oc1ccc(Br)cc1)c1cc([N+](=O)[O-])ccc1Cl	-3
COC(=O)c1ccc2c(=O)n(CCC(=O)NC(C)c3ccccc3)c(=S)[nH]c2c1 (stereo not drawn)	1
O=C(CNc1ccccc1)NN=Cc1ccc([N+](=O)[O-])cc1	-2
C[C@](O)(CNC(=O)COc1ccccc1F)c1cc2ccccc2o1	-12
O=c1c2c3c(sc2ncn1N=Cc1ccccc1)CCCC3	-18

The results go on.
SMILES	PriA SSB inh
CN(CC#CCNS(=O)(=O)c1cccnc1)Cc1ccccc1	-14
CC1(C)Cc2cccc(OCC(=O)Nc3ccc(S(=O)(=O)Nc4ncccn4)cc3)c2O1	-4
O=C(Cn1c(C2CC2)nc2c(cnn2-c2ccccc2)c1=O)Nc1cccc(Cl)c1	2
COc1ccccc1CNC(=O)CCn1cnc2c([nH]c3cc(OC)c(OC)cc32)c1=O	-6
CCCc1ccc(C(=O)NC[C@H](O)c2ccsc2)cc1	-14
O=C(Nc1nc(-c2ccccc2)c(CN2CCOCC2)s1)c1ccccc1	-2&2
CC1CCN(C(C)CNC(=O)Nc2ccccc2C(F)(F)F)CC1 (stereo not drawn)	-2
COc1cccc(C(=O)C[n+]2ccccc2C=NO)c1	-1
CCN1C(=O)Cc2cc(NC(=O)c3ccco3)ccc21	10
O=C(Nc1nc(-c2ccccn2)cs1)C1CCN(S(=O)(=O)c2ccc(Cl)s2)CC1	-1
CCC(NC(=O)c1nnn2cc(C)[nH]c(=O)c12)c1cccs1 (stereo not drawn)	5
O=C(NCC(O)c1csc2ccccc12)C1CC=CCC1 (stereo not drawn)	-20
Cc1cc([N+](=O)[O-])ccc1-c1ccc(C=NNC(=O)c2ccc(Br)o2)o1	7
COc1cc(NC(=O)CCCn2nc(-c3ccc(Cl)cc3)ccc2=O)cc(OC)c1	-4
CN1CCc2cc(C(CNC(=O)C3CC3)N3CCCCC3)ccc21 (stereo not drawn)	13
COc1cc(C(=O)NCC(c2ccsc2)N2CCc3ccccc3C2)cc(OC)c1OC (stereo not drawn)	-21&-7
Cc1cc(OC2CCN(S(=O)(=O)c3cccs3)C2)cc(=O)o1 (stereo not drawn)	-14
CCCCNC(=S)NN=CC1=CCC2CC1C2(C)C (stereo not drawn)	-14
Cc1nn(Cc2ccccn2)c(=O)c2c1cnn2C(C)(C)C	-7
O=C(Cc1ccc2c(c1)OCO2)Nc1nnc(-c2ccno2)o1	-6
CC(C)c1cc(=O)n2c(n1)SCC2CC(=O)NCc1cccs1 (stereo not drawn)	-6
COc1ccc(CCNC(=O)Cn2cccc(-c3nc(-c4ccc(C)cc4)no3)c2=O)cc1OC	-2
O=C(NCc1ccc(N2CCCC2=O)cc1)c1cn(C[C@H](O)c2ccccc2F)nn1	-10
Cc1[nH]c2ccccc2c1C(c1ccc2c(c1)OCO2)N1CCOCC1 (stereo not drawn)	36
COc1cc(=O)n(-c2ccc(F)cc2)nc1C(=O)N1CCC2(CC1)OCCO2	-9

Next section
SMILES	PriA SSB inh
Cc1ccc(CNC(=O)CSc2[nH]c(=O)ncc2C)cc1	-6
Cc1cc(C)nc(-n2nc(C(C)(C)C)cc2OCC(=O)N2CCc3ccccc32)n1	-7
Cc1ccc(C=Nn2c(C)nc3ccccc3c2=O)o1	6
O=C(NCC#CCOc1ccc2c(c1)OCO2)c1ccco1	-1
Cc1ccc(Nc2nc(N3CCN(c4ccccc4Cl)CC3)nc3n[nH]nc23)cc1	-12
Cc1noc(C)c1S(=O)(=O)NCc1nc(-c2cccn2C)no1	-4
CCOc1ccccc1NC(=O)CSc1nc2c(oc3ccccc32)c(=O)n1Cc1cccs1	-7
COc1cccc2c1OCC(=O)N(C(C)c1cccs1)C2 (stereo not drawn)	-2
CC(=NS(=O)(=O)c1ccc(C)cc1)N1CCCCC1	-4
COC1CCN(C2CCN(C(=O)NCc3ccc(Cl)cc3)CC2)CC1	-14
CCOc1ccc(C)cc1S(=O)(=O)NCC1CCN(Cc2ccco2)CC1	-7
CN(C)S(=O)(=O)Nc1ccc(-n2nnn(C)c2=O)cc1	-12
Oc1ccc(C2(c3cccc(Cl)c3)CCCC2)cc1	-14&-12
O=C(O)COc1ccccc1C=NNC(=O)CNC(=O)c1ccco1	-23
Cc1ccc2nc(C)c(NC(=O)c3ccc(C)c(C)c3)c(=O)n2c1	-1
COc1ccc(-c2nnc(NC(=O)c3cccc(Cl)c3)o2)cc1OC	-2
CS(=O)(=O)N1CCC[C@H](C(=O)Nc2sccc2C#N)C1	3
O=C(c1ccc2nsnc2c1)N1CC(S(=O)(=O)Cc2ccco2)C1	0
COc1nn(C)cc1C(=O)NCCn1nc(-c2cccs2)cc1C1CC1	3
Cn1cc(NC(=O)N2CCC(Cc3ccccc3)CC2)c2ccccc21	11
Cc1cc(C)c2sc(N(CCN(C)C)C(=O)COc3ccccc3)nc2c1	-7
NS(=O)(=O)c1ccc(CCNC(=O)C(=O)Nc2ccc(F)c([N+](=O)[O-])c2)cc1	1
COc1ccc2c(c1OC)C(=O)N(c1cnn(Cc3ccc(Cl)cc3)c1)C2=O	-13
COc1ccccc1N1CCN(CCNC(=O)C(=O)NC2CC2)CC1	-8&0
Nc1sc(=S)[nH]c1-c1ccccc1	26
Cc1ccccc1C(=O)Nc1nnc(-c2cc(C)n(C)n2)o1	-8
COc1ccc(S(=O)(=O)NCC[C@H](O)c2ccoc2)c(C)c1	0
Cc1cc(C(=O)N(Cc2ccco2)c2nc3ccc(Cl)cc3s2)on1	-6
COC(=O)CCN1C(=O)c2ccccc2C1=O	-3

2 records drawn at random from the list so far:
SMILES	PriA SSB inh
O=C(c1ccc2nsnc2c1)N1CC(S(=O)(=O)Cc2ccco2)C1	0
Cc1ccccc1C(=O)Nc1nnc(-c2cc(C)n(C)n2)o1	-8
